Compound activity as filed in PubChem.
PREPL inhibitor = human PREPL enzyme inhibition; Q4J6C6; recombinant PREPL, fluorescence polarization activity-based probe; inhibition, % at 5.96 µM; 320,000 compounds, 0.68% hits; in the data active means inhibition above about 43%;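 further: 0% = enzyme with DMSO and 100% = wells lacking enzyme; many of its hits are not listed in these tables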
PAFAH1B2 inh = PAFAH1B2 (human) inhibition; inhibition, % at 3.39 µM; AID 492953; recombinant PAFAH1B2, FP-rhodamine activity probe, fluorescence polarization; 340,000 compounds, 1.2% hits;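 active means inhibition above the mean of all tested compounds plus 3 SD, cut at about 24% in these data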;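 further: 0% = enzyme with DMSO and 100% = wells lacking PAFAH1B2; many of its hits are not listed in these tables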
Target sequence (P68402 whole entry, looked up): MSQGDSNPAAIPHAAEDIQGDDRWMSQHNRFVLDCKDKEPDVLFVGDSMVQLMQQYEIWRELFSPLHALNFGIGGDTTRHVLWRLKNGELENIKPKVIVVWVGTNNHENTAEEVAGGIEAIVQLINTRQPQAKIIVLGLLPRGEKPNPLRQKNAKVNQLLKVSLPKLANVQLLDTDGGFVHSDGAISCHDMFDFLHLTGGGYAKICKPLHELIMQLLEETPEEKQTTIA
pPAFAH inh = inhibitors of human plasma PAF acetylhydrolase (pPAFAH). inhibition, % at 3.39 µM. recombinant pPAFAH, FP-rhodamine probe fluorescence polarization. 330,000 compounds, 1.5% hits. Q13093. AID 463082;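 active means inhibition above the mean inhibition across the screen plus 3 SD, cut at about 25% in these data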;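 further: inhibitors block binding of the rhodamine activity-based probe so polarization drops; 0% = enzyme with DMSO and 100% = wells lacking pPAFAH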
Target sequence (Q13093 whole entry, looked up): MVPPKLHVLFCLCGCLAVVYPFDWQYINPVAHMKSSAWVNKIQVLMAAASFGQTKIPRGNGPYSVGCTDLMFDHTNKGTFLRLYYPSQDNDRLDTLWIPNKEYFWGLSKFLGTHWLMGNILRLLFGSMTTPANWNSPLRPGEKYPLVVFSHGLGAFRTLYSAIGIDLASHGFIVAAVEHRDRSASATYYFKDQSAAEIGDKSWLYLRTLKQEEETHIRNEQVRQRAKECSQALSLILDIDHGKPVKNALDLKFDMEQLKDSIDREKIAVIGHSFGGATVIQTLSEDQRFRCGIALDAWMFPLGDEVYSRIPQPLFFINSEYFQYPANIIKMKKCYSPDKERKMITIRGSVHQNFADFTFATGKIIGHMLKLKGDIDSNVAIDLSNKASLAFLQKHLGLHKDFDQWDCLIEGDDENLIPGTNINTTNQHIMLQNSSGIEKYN
PAFAH2 inh = inhibitors of human PAFAH2. 340,000 compounds, 0.99% hits. recombinant PAFAH2, FP-rhodamine activity probe, fluorescence polarization. inhibition, % at 3.39 µM. AID 492956;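 active means inhibition above the mean over all tested compounds plus 3 SD, cut at about 30% in these data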;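 further: inhibitors block probe labeling of enzyme so polarization drops; 0% = enzyme with DMSO and 100% = wells lacking PAFAH2 protein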
PAFAH1B3 inh = inhibitors of human PAFAH1B3. Q15102. recombinant PAFAH1B3, FP-rhodamine probe, fluorescence polarization. AID 492972. 340,000 compounds, 0.28% hits. inhibition, % at 3.39 µM;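 active means inhibition above the screen-wide average of all tested compounds plus 3 SD, cut at about 25% in these data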;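 further: 0% = enzyme with DMSO only and 100% = wells lacking PAFAH1B3 protein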
Target sequence (Q15102 whole entry, looked up): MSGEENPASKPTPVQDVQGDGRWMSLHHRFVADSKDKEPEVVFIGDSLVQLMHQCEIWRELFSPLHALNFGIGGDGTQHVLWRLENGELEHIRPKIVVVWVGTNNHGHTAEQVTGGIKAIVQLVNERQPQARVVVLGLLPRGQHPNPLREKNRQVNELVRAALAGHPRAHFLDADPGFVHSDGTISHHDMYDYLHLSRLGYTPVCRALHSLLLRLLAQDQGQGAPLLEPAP
Active calls of the source: *; . = not tested or not shown.

SMILES	PREPL inhibitor	PAFAH1B2 inh	pPAFAH inh	PAFAH2 inh	PAFAH1B3 inh
COC1=CC(=O)[C@]2(C=C1OC)OC[C@@H]1Oc3c(ccc4c3C=CC(C)(C)O4)C(=O)[C@@H]12	7	.	0	.	.
C[C@]12CCC3C(CC[C@H]4C[C@@H](O)CC[C@]34C)C1C[C@@H](Br)[C@@H]2O (stereo not given in full)	11	.	-3	.	.
O=C(Cc1ccccc1)N1CCN(Cc2ccc(Cl)cc2)CC1	.	18	.	1	14
O=P(N1CCCCCC1)(N1CCCCCC1)N1CC1	.	4	.	6	3
O=C1c2ccccc2-c2cccc3cccc1c23	.	1	.	5	8
Cc1cccc(N2CCC3(CC2)C(=O)NC(=O)NC3=O)c1	.	7	.	0	7
Cc1c(C=C2C(=O)N(C)C(=S)N(C)C2=O)c2ccccc2n1CC(=O)NCC1CCCO1 (stereo not given)	.	-13	.	-15	-24
O=C(O)c1ccc2c(c1)C1C(Cl)C(Sc3ccccc3[N+](=O)[O-])CC1C(c1cccc([N+](=O)[O-])c1)N2 (stereo not given)	.	24	.	52*	41*
O=C1NC(=O)C2(CCCc3ccc(N(CCCl)CCCl)cc32)N1 (stereo not given)	.	10	.	-5	12
COC1CCC(OC2CC(C3(C)CCC4(CC(O)C(C)C(C(C)/C=C(\C)C(=O)C(C)CC(C)C(=O)O)O4)O3)OC3(OC(C4OC(O)(CO)C(C)CC4C)CC3C)C2C)OC1C (stereo not given)	.	12	.	6	4
C(=NN1CCCCCC1)c1c[nH]c2ccccc12	.	2	.	2	9
COc1ccc(-n2c(-c3ccccc3[N+](=O)[O-])nc3ccccc3c2=O)cc1	.	7	.	-6	7

Given as labelled records: part of the list above.
O=C(O)c1ccc2c(c1)C1C(Cl)C(Sc3ccccc3[N+](=O)[O-])CC1C(c1cccc([N+](=O)[O-])c1)N2 (stereo not given)
  PREPL inhibitor = .; PAFAH1B2 inh = 24; pPAFAH inh = .; PAFAH2 inh = 52*; PAFAH1B3 inh = 41*
O=C1NC(=O)C2(CCCc3ccc(N(CCCl)CCCl)cc32)N1 (stereo not given)
  PREPL inhibitor = .; PAFAH1B2 inh = 10; pPAFAH inh = .; PAFAH2 inh = -5; PAFAH1B3 inh = 12
COC1CCC(OC2CC(C3(C)CCC4(CC(O)C(C)C(C(C)/C=C(\C)C(=O)C(C)CC(C)C(=O)O)O4)O3)OC3(OC(C4OC(O)(CO)C(C)CC4C)CC3C)C2C)OC1C (stereo not given)
  PREPL inhibitor = .; PAFAH1B2 inh = 12; pPAFAH inh = .; PAFAH2 inh = 6; PAFAH1B3 inh = 4
C(=NN1CCCCCC1)c1c[nH]c2ccccc12
  PREPL inhibitor = .; PAFAH1B2 inh = 2; pPAFAH inh = .; PAFAH2 inh = 2; PAFAH1B3 inh = 9

(cont.)
SMILES	PREPL inhibitor	PAFAH1B2 inh	pPAFAH inh	PAFAH2 inh	PAFAH1B3 inh
CC1(C)CC2CCC(O)C2C(CCO)N1 (stereo not given)	.	6	.	6	-3
CC1(C(=O)O)CC12c1ccccc1-c1ccccc12 (stereo not given)	.	4	.	1	3
CCOc1ccc(-c2cc(C)[n+](CCc3ccc(OC)c(OC)c3)c(-c3ccc(OCC)cc3)c2)cc1	.	4	.	-1	2
O=C(NN=Cc1ccc(N(CCCl)CCCl)cc1)C(=O)c1c[nH]c2ccccc12	.	-12	.	-9	-19
CC(CC(C)(C)N1CC1)=NO	.	0	.	-1	2
CC=C(CC)C1(CC)C(=O)NC(=S)NC1=O	.	-1	.	0	3
CC(=O)OC1CCC2(C)C(CCC3C4CC(N5CC5)C(C(C)=O)C4(C)CC(=O)C32)C1 (stereo not given)	.	-4	.	3	5
CC1CN1P1(=O)OCC(C)([N+](=O)[O-])CO1 (stereo not given)	.	0	.	1	11
N#CCCn1cc(C(=O)Nc2ccc(F)cc2)c(-c2ccccc2)n1	.	9	.	-6	4
COC(=O)C12CCc3c(ccc4cc(OC)ccc34)C1=CC(=O)C2 (stereo not given)	.	2	.	-4	2
COc1ccc(-c2nn(CCC#N)cc2C(=O)NCc2ccccc2)cc1[N+](=O)[O-]	.	6	.	7	7
Cc1cc(/C=C2\C(=O)NC(=O)N(c3ccccc3)C2=O)c(C)n1-c1ccc(C(=O)O)c(Cl)c1	.	11	.	5	10
CCC1(CC(C)c2ccccc2)C(=O)NC(=O)NC1=O (stereo not given)	.	11	.	5	-10
CN1C(=O)C(C)(C2=CCCCC2)C(=O)NC1=S (stereo not given)	.	1	.	1	9
Nc1ccc(-c2ccccc2)cc1	.	23	.	5	-6
Nc1ccc(Cc2ccc(N)c(Cl)c2)cc1Cl	.	11	.	7	9
Cc1nc(C)c(C(=O)NN=Cc2ccc(N(CCCl)CCCl)cc2)s1	.	3	.	-5	4
O=[N+]([O-])c1ccc(N2CC2)c([N+](=O)[O-])c1	.	6	.	2	8
CC1CC2(C)C(CCC3C2CCC2(C)C(OP(=O)(N4CC4)N4CC4)CCC32)CC1=O (stereo not given)	.	4	.	11	5
C=CCN1C(=O)NC(=O)/C(=C/C=C/c2ccccc2)C1=O	.	1	.	-4	7
CCn1c(C)c(C(=O)NCCc2ccccc2)c2cc(OC)ccc21	.	-1	.	8	7
CC(=O)OC1CCC2(C)C(=CC(=O)C3C2CCC2(C)C(OC(C)=O)CCC32)C1 (stereo not given)	.	5	.	4	6
Clc1ccc(-c2nc3ccc(Cl)cn3c2CN2CCCCC2)cc1	.	2	.	-5	12
COP(=O)(NC(C)=O)SC (stereo not given)	.	5	.	0	-2
OC1C2CN3CN(C2)CC1(c1ccccc1)C3 (stereo not given)	.	0	.	-7	5
C=CC(=O)OCCO	.	1	.	2	7
O=C1NC(=O)C(=Cc2c(Cl)cccc2Cl)C(=O)N1	.	3	.	-1	8
O=C(Cc1cc(=O)[nH]c(=O)[nH]1)N1CCN(CCO)CC1	.	1	.	2	0
CC(C)(O)C1C2OC(=O)C1C1(O)CC3OC34C(=O)OC2C14C (stereo not given)	.	0	.	-8	-2
O=C1NC(=O)C2(CCN(S(=O)(=O)c3ccccc3)CC2)C(=O)N1	.	8	.	-1	1
O=C(NN=Cc1ccc(N(CCCl)CCCl)cc1)c1cccnc1	.	13	.	5	5
CC1=CC2OC3CC4OC(=O)C=CC=CC(C(C)O)OCC(O)C5(C)OC5C(=O)OCC2(CC1O)C4(C)C31CO1 (stereo not given)	.	-2	.	0	2
CCOc1ccc(N)cc1	.	3	.	1	-12
COc1cc2c(c(OC)c1OC)-c1ccc(O)cc1C(NC(C)=O)CC2 (stereo not given)	.	2	.	-6	3
CN1C(=O)C[N+]([O-])=C(c2ccccc2)c2cc(Cl)ccc21	.	-2	.	8	7
O=c1c2ccccc2nc(-c2ccccc2Cl)n1-c1cccc(O)c1	.	6	.	-7	5
O=C1NC2C(=CC(O)C(O)C2O)c2cc3c(c(O)c21)OCO3 (stereo not given)	.	2	.	3	1
COc1ccc(N2C(=O)/C(=C/c3ccc(C)o3)C(=O)NC2=S)cc1	.	-5	.	12	5
CC1([N+](=O)[O-])COP(=O)(NC2CC2)OC1 (stereo not given)	.	0	.	-1	2
O=[N+]([O-])c1cccc(CN2CC=C(c3ccc(F)cc3)CC2)c1	.	-4	.	-9	-8
Oc1c(Cl)cccc1Cc1cc(Cl)cc(Cl)c1O	.	5	.	37*	6
COc1ccc2c(c1)NP(=S)(c1ccccc1)N2 (stereo not given)	.	2	.	4	14
COc1cccc(-n2c(/C=C/c3ccccn3)nc3ccccc3c2=O)c1	.	1	.	9	1
COc1ccc(S(=O)(=O)N2Cc3cnnn3-c3ccccc3C2C#N)cc1 (stereo not given)	.	4	.	4	9
CC(=O)OC(C)(C)/C=C/C(=O)[C@](C)(O)[C@H]1[C@H](O)C[C@@]2(C)[C@@H]3CC=C4[C@H](C[C@H](O)C(=O)C4(C)C)[C@]3(C)C(=O)C[C@]12C	.	8	.	6	6
O=C1NCCCCC1(Cl)Cl	.	2	.	-1	8
CSc1ncc(Br)c(N2CC2)n1	.	2	.	-5	8
c1ccc(CCNCc2cccs2)cc1	.	-3	.	-6	-2
COc1ccc2c(c1)NP(=S)(c1ccccc1)N2C (stereo not given)	.	12	.	7	13
O=C1NC2C(=CC(O)C(O)C2O)c2cc3c(cc21)OCO3 (stereo not given)	.	0	.	6	4
COc1cc2cc(C(=O)N3CC(COS(C)(=O)=O)c4ccc(O)cc43)[nH]c2c(OC)c1OC (stereo not given)	.	12	.	10	10
CN1CCC(c2c[nH]c3ccc(O)cc23)CC1	.	-8	.	5	4
CSc1ncc(/C=C2/C(=O)NC(=O)N(c3ccc(Cl)cc3)C2=O)cn1	.	4	.	2	1
CN1Cc2cnnn2-c2ccccc2C1C#N (stereo not given)	.	-4	.	8	-3
CSc1ccccc1NP1(=O)OCC(C)([N+](=O)[O-])CO1 (stereo not given)	.	11	.	1	0
CC(N)C(=O)NC1C2C(=C(O)CC(O)C2O)C(=O)OC1(C)C(Cl)Cl (stereo not given)	.	-4	.	5	7
CC1([N+](=O)[O-])COP(=O)(Nc2cccc(F)c2)OC1 (stereo not given)	.	3	.	5	5
CC1=C(C)CC2(C(=O)NC(=S)NC2=O)C(C)C1 (stereo not given)	.	1	.	2	14
O=C1C2CCCC1C(N1CCCCC1)CC2 (stereo not given)	.	2	.	0	-1
COc1cc([N+](=O)[O-])c2nc(C)ccc2c1[N+](=O)[O-]	.	6	.	2	8
(further entries)
SMILES	PREPL inhibitor	PAFAH1B2 inh	pPAFAH inh	PAFAH2 inh	PAFAH1B3 inh
O=P(Oc1ccc(-c2ccccc2)cc1)(N1CC1)N1CC1	.	9	.	13	2
CC1C(c2ccccc2)OC(=O)N1C (stereo not given)	.	1	.	5	1
COc1cc(CN2CC=C(c3ccc(F)cc3)CC2)cc(OC)c1	.	-3	.	5	10
CC(C)n1c(O)c(C2c3cc(Cl)ccc3Oc3[nH]c(=O)n(C(C)C)c(=O)c32)c(=O)[nH]c1=O (stereo not given)	.	39*	.	-1	3
COc1ccc(C=C2C(=O)NC(=S)NC2=O)cc1OC	.	4	.	3	3
COc1cc2c(cc1/C=C/[N+](=O)[O-])OCO2	.	4	.	-2	9
CCC1(CC)COP(=O)(OCC(Cl)CCl)OC1 (stereo not given)	.	4	.	-3	9
Cc1ccccc1NC(=NCCCN1CC1)Nc1ccccc1C	.	1	.	-5	3
C=C1C(C)C2C(Cc3ccccc3)NC(=O)C23OC(=O)/C=C/C(O)CCCC(C)C/C=C/C3C1O (stereo not given)	.	12	.	-7	6
O=C(NC1CC1)c1cn(Cc2ccccc2)nc1-c1ccccc1	.	6	.	0	6
COc1cc2c(cc1OC)C13CCN4CC5=CCOC(CC(=O)O)C(C5CC41)C3N2 (stereo not given)	.	2	.	6	8
C#CC1(OC(=O)c2ccccc2)CC(C)N(C)CC1C (stereo not given)	.	10	.	2	0
CC1(O)CCC2C3CCC4=CC(=O)CCC4(C)C34OC4CC21C (stereo not given)	.	8	.	12	7
COc1nc2ccccc2nc1N1CCN(C)CC1	.	6	.	-10	13
CCOC(=O)c1cc2c(cn1)[C@@H](CCO)NC2	.	3	.	5	-2
C=C1C(=O)OC2CC3(C)OC3CCC(C)=CC(OC(C)=O)C12 (stereo not given)	.	5	.	-7	5
CC[C@H]1OC(=O)C[C@@H](O)[C@H](C)[C@@H](O[C@@H]2O[C@H](C)[C@@H](O[C@H]3C[C@@](C)(O)[C@@H](O)[C@H](C)O3)[C@H](N(C)C)[C@H]2O)[C@@H](CC=O)C[C@@H](C)C(=O)/C=C/C(C)=C/[C@@H]1CO[C@@H]1O[C@H](C)[C@@H](O)[C@@H](OC)[C@H]1OC	.	-6	.	2	6
CCOP(=S)(OCC)N1CC1	.	1	.	2	2
ClCCN(CCCl)c1ccc(C2=NCCc3ccccc32)cc1	.	8	.	2	3
CCOP(=S)(OCC)Oc1cc(C)nc(C(C)C)n1	.	5	.	-7	9
O=C(NN=Cc1ccc(N(CCCl)CCCl)cc1)c1cccc([N+](=O)[O-])c1	.	5	.	3	7
CCC(N)Cc1c[nH]c2ccccc12 (stereo not given)	.	5	.	-10	12
CN(C)c1ccc(C=C2C(=O)NC(=O)NC2=O)cc1	.	8	.	12	3
CCOC(=O)C1(c2ccccc2)CCN(CC(=O)c2ccc(NC(C)=O)cc2)CC1	.	-6	.	-4	1

Some values from above:
PAFAH2 inh, CN(C)c1ccc(C=C2C(=O)NC(=O)NC2=O)cc1 = 12
PAFAH2 inh, CCC(N)Cc1c[nH]c2ccccc12 (stereo not given) = -10

Next part:
SMILES	PREPL inhibitor	PAFAH1B2 inh	pPAFAH inh	PAFAH2 inh	PAFAH1B3 inh
CC(=O)OC1C2(CC3N4C(=O)C5(CO)SSC4(CC31O)C(=O)N5C)OC(C)C(C)(C)C2=O (stereo not given)	.	3	.	-1	4
NCC(=O)c1ccccc1	.	5	.	-2	13
O=[N+]([O-])c1ccc(C(=Nc2ccccc2)N2CC2)cc1	.	2	.	4	6
O=C(Cc1ccccc1)N1CCN(CCCc2ccccc2)CC1	.	0	.	-9	6
CC1c2ccccc2-n2nncc2CN1C (stereo not given)	.	7	.	-2	1
CC(C)Oc1cccnc1N(C)C1CCN(Cc2ccccc2)CC1	.	2	.	4	14

These rows are one share of the data; rates above refer to the full screens.
